Screening results as filed in PubChem BioAssay.
TRPC6 inh – inhibitors of mouse TRPC6 channel. Q61143. HEK293-TRPC6, membrane potential dye, ACh-evoked depolarization; hits give low values. B-score at 10 µM. actives 1.1% (n = 310,000). AID 2553;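 active = B-score under library mean minus 3 SD, initial fluorescence not abnormally high, positive integrated signal ratio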;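 note: B-score derived from integrated fluorescence ratio over the kinetic read; more negative B-score means stronger inhibition of depolarization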
Target sequence (Q61143 whole entry, looked up): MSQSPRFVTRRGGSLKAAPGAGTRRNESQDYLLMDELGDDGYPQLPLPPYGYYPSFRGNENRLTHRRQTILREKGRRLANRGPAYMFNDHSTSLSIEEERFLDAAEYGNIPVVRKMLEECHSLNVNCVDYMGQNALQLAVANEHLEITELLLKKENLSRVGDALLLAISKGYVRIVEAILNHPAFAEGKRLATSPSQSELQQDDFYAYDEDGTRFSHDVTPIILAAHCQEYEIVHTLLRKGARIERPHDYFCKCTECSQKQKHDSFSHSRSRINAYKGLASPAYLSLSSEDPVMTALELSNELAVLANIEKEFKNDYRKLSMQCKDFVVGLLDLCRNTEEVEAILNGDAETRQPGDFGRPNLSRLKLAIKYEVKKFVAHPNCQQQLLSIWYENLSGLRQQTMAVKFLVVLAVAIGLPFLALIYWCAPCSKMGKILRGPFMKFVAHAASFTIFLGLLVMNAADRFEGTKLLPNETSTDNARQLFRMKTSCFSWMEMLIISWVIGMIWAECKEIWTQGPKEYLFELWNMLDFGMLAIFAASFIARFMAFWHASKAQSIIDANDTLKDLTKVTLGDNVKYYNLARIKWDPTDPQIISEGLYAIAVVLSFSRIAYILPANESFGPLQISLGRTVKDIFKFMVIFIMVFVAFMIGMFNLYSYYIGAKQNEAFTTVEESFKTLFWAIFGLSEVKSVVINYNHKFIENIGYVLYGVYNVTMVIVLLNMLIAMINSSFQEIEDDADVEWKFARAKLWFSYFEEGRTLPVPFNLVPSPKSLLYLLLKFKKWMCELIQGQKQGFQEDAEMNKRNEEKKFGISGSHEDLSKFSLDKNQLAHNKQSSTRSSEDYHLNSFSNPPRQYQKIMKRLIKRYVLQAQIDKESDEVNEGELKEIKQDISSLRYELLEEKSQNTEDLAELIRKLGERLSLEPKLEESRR
MrgX1 antagonist – human MrgX1 receptor antagonism, primary screen; B-score at 10 µM; MRGX1-HEK293 calcium flux, Fluo-4, BAM8-22 antagonism; hits give low values; Q96LB2; actives 1.3% (n = 310,000);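 active = calcium-response B-score plate-corrected more than 3 library SD below zero, starting fluorescence within 5 deviations, no agonist response on first addition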;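 note: peak minus trough fluorescence over baseline after final BAM8-22 challenge near maximal dose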
TMEM16A act – activates or potentiates the mouse TMEM16A chloride channel | B-score at 10 µM | actives 0.3% (n = 340,000) | Q8BHY3 | HEK293 TMEM16A/YFP-H148Q/I152L, iodide quench fluorescence; hits give low values;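 active = fluorescence-ratio B-score plate-corrected deviation score at least 3 library SD below zero, with starting fluorescence score within 5 deviations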;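 note: channel opened by trigger with iodide after compound preincubation; score built on the fluorescence ratio of max minus min over baseline; more negative score means more quench and so TMEM16A activation or potentiation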
MrgX1 ag – human MrgX1 receptor agonism, primary screen; MrgX1-HEK293 cells, Fluo-4 calcium fluorescence, agonist mode; hits give high values; B-score at 10 µM; actives 0.44% (n = 310,000);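 active = calcium response B-score plate-corrected fluorescence ratio at least 3 library SD, with starting fluorescence B-score inside 5 SD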
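Material: HEK293 cells stably expressing human MrgX1 receptor | Quantity: 15,000 cells per well | Times: Cells plated overnight, dye loaded 0.5 h 37 °C, 0.5 h room temperature | Measured by: Kinetic Fluo-4 NW fluorescence of intracellular calcium | Control set: Positive and negative controls per plate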
MrgX1 PAM – human MrgX1 positive allosteric modulation, primary screen; AID 588675; Q96LB2; B-score at 10 µM; MrgX1-HEK293, Fluo-4 calcium flux, FDSS; hits give high values; actives 0.63% (n = 310,000);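 active = plate-corrected calcium response at least 3 library SD above typical, normal starting fluorescence, not activating the receptor alone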;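 note: compound read alongside a low EC10 to EC30 dose of BAM8-22 agonist; peak minus trough fluorescence over baseline measured at the second addition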
RGS4 pot – RGS4 potentiation or activation; B-score at 10 µM; HEK293 M3R/inducible RGS4, carbachol calcium flux Fluo4; hits give low values; actives 0.92% (n = 310,000);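 active = B-score of the integrated calcium signal more than 4 SD below the library mean, with starting fluorescence not abnormally high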;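 note: negative B-score means reduced calcium response which marks RGS4 activation or potentiation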
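Detection: kinetic calcium fluorescence imaging with Fluo4-AM dye, 2 µM / Material: HEK293 cells with stable M3R and inducible RGS4 / Schedule: recording 10 s baseline at 1 Hz, 100 s post-agonist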
RGS4 block – human RGS4 inhibition; HEK293 M3R/RGS4 inducible, Fluo-4 calcium flux; hits give high values; triggered by carbachol at its EC20; actives 0.45% (n = 310,000); P49798; AID 463165; B-score at 10 µM;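 active = B-score, a plate-corrected calcium signal, over three deviations above library mean, with baseline fluorescence within five deviations of library mean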;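 note: RGS4 expression induced by doxycycline in cells with stable M3 receptor; B-score is computed from the integrated fluorescence ratio over baseline after carbachol; higher B-score means a larger calcium signal and so more RGS4 inhibition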
SKKanGAS inh – SKKanGAS growth inhibition; inhibition, % at 7.5 µM; AID 1662; S. pyogenes SKKanGAS, kanamycin growth, BacTiter-Glo, 6 h; actives 1.3% (n = 300,000);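 active = mean replicate score, as percent of positive control median, at least 50; inconclusive = mean below 50 but one replicate at or above 50; inactive = mean and every replicate below 50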;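 note: strain carries kanamycin resistance gene driven by streptokinase promoter and grows in 40 µg/ml kanamycin; loss of luminescence reflects streptokinase promoter inhibition or plain growth inhibition; 0% = median of DMSO wells and 100% = positive control at its reference dose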
TMEM16A inh – inhibitors of mouse TMEM16A calcium-activated chloride channel; Q8BHY3; HEK293 TMEM16A/YFP iodide influx fluorescence, ionomycin; normalized B-score (activity score, 25-100; higher = stronger inhibition) at 10 µM; actives 1.2% (n = 310,000);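 active = ratio plate-corrected score three or more library SD toward inhibition, starting fluorescence score within five deviations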;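 note: score derived from kinetic fluorescence span divided by baseline fluorescence per well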
HDAC3 inh – human HDAC3 inhibition; O15379; recombinant HDAC3, fluorogenic peptide/trypsin coupled, fluorescence; inhibition, % at 8.3 µM; actives 0.15% (n = 320,000); AID 2718; in the data active = inhibition above about 26%, passing the limit was not always enough; inconclusive = no clear call, values can overlap the other calls
TRPC6 activator – activators of mouse TRPC6 channel. Q61143. HEK293-TRPC6 membrane potential dye fluorescence; hits give high values. B-score at 10 µM. actives 0.13% (n = 310,000). AID 2550;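 active = B-score of the integrated fluorescence ratio above library mean plus 3 SD, and starting fluorescence ratio within library mean plus 5 SD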;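 note: higher score means more depolarization so channel activation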
Numbers without * were called inactive; i = inactive; ? = inconclusive; . = no result given. Rows are unselected; 6.7% or so of the library scored in one or more.

item	SMILES	TRPC6 inh	MrgX1 antagonist	TMEM16A act	MrgX1 ag	MrgX1 PAM	RGS4 pot	RGS4 block	SKKanGAS inh	TMEM16A inh	HDAC3 inh	TRPC6 activator
1	O=C(CSc1nc(O)cc(=O)[nH]1)Nc1ccc2c(c1)CCC2	i	i	i	i	i	i	i	29	i	-1	i
2	Cc1ccc2cc(CN(CCN3CCOCC3)Cc3nnnn3Cc3ccco3)c(=O)[nH]c2c1C	i	.	i	.	.	i	i	-2	.	.	i
3	CCOC(=O)c1[nH]c2ccc(F)cc2c1NC(=O)CCN1CCSCC1	.	i	i	i	i	.	.	.	i	-9	.
4	CCn1cc(C(=O)N2CCN(C3CCCCC3)CC2)c2cc(OC)c(OC)cc2c1=O	i	i	i	i	i	i	i	2	i	12	i
5	COc1ccc(-c2csc(NC3=NCCCCC3)n2)cc1	i	i	i	i	i	i	i	8	i	1	i
6	Fc1cccc(-c2cc3nc4c(c(N5CCOCC5)n3n2)CCCC4)c1	i	i	i	i	i	i	i	-13	i	-4	i
7	C=CCNC(=O)CN1CCN(C(c2ccccc2)c2ccccc2)CC1	i	i	i	i	i	i	i	1	i	2	i
8	CCCC(=O)Nc1sc2c(c1C#N)CC(C)(C)NC2(C)C	i	i	i	i	i	i	i	-1	i	1	i
9	c1coc(-c2nn3c(-c4ccco4)nnc3s2)c1	i	i	i	i	i	i	i	0	i	4	i
10	CCN1CCN(C(=S)NCC(C)C)CC1	i	i	i	i	i	i	i	8	i	-5	i
11	CCCCNC(=O)C1CC(=O)N(CCc2ccc(C)cc2)C1 (stereo unspecified)	i	i	i	i	i	i	i	0	i	1	i
12	COc1ccc(NC(=S)N2CCN(C(=O)c3ccco3)CC2)cc1OC	i	i	i	i	i	i	i	1	i	3	i
13	CN(C)S(=O)(=O)c1ccc(N2C(=O)CC2(/C=C/c2ccccc2)C(=O)NC2CCCC2)cc1 (stereo unspecified)	i	i	i	i	i	i	i	17	i	4	i
14	O=C(Nc1nnc(-c2ccccc2)s1)c1ccccc1O	i	i	i	i	i	i	i	10	i	-9	i
15	CC(C)(C)C(=O)N1CCN(c2ccc([N+](=O)[O-])cc2-n2cccc2)CC1	i	i	i	i	i	i	i	4	i	1	i
16	CCOc1cc(CNCc2ccccn2)ccc1OCC(=O)NC(C)(C)C	i	i	i	i	i	i	i	-6	i	.	i
17	COc1ccc(OC)c(N)c1	i	i	i	i	i	i	i	2	i	-2	i
18	COc1ccccc1-c1noc(-c2ccccc2C(=O)N2CCOCC2)n1	i	i	i	i	i	i	i	-8	i	5	i
19	CC(=O)Nc1ccc(S(=O)(=O)NCC2CCC(C(=O)NCCCN3CCCC3=O)CC2)cc1 (stereo unspecified)	i	i	i	i	i	i	i	-5	i	-1	i
20	CCOC(=O)C1CCCCN1S(=O)(=O)c1ccc2c(c1)CC(C)N2C(=O)C1CCC1 (stereo unspecified)	i	i	i	i	i	i	i	4	i	-4	i
21	CN(CC(=O)NCc1cccnc1)S(=O)(=O)c1ccc(F)cc1	i	i	i	i	i	i	i	-4	i	8	i
22	CCN(C(=O)c1cc2c(C)nc3ccccc3c2o1)c1cc(Cl)ccc1OC	i	i	i	i	i	i	i	18	i	3	i
23	Cc1nn(-c2ccccc2)c(Cl)c1/C=N/NC(=O)c1cccc(S(=O)(=O)N2CCCC2)c1	i	i	i	i	i	i	i	1	i	-4	i
24	CCCc1cc(=O)oc2c(C)c(OCC(=O)Nc3cccnc3)ccc12	i	i	i	i	i	i	i	-1	i	1	i
25	C(=N\NC1=Nc2cccc3cccc1c23)/c1cccnc1	i	i	i	i	i	i	i	6	i	10	i
26	CC(C)(C)NC(=O)Nc1ccccc1C(N)=O	i	i	i	i	i	i	i	-2	i	0	i
27	COC(=O)c1ccc(COc2ccc(/C=N/O)cc2)o1	i	i	i	i	i	i	i	-11	i	-5	i
28	CCOC(=O)n1c(=O)oc2cc(S(=O)(=O)N3CCOCC3)ccc21	i	i	i	i	i	i	i	0	i	-1	i
29	O=C(NCC(=O)N(CCc1ccccc1)C(C(=O)NC1CCCCC1)c1ccncc1)c1ccco1 (stereo unspecified)	i	i	i	i	i	i	i	-9	i	-3	i
30	Cc1ccc(S(=O)(=O)NC(C(=O)OCC(=O)NC2CCS(=O)(=O)C2)C(C)C)cc1 (stereo unspecified)	i	i	i	i	i	i	i	-5	i	2	i
31	Cc1ccc(C(=O)Nc2ccc(C(=O)O)cc2NC(=O)c2ccc(C)cc2)cc1	i	i	i	i	i	i	i	8	i	8	i
32	CCOC(=O)c1sc(SCc2ccccc2)c2c1CC(C)(C)CC2=O	i	i	i	i	i	i	i	1	i	-2	i
33	O=C(NN=C1CCN(Cc2ccccc2)CC1)c1ccccc1O	i	i	i	i	i	i	i	-14	i	3	i
34	O=C(NCc1cccnc1)c1ccc2c(c1)N(Cc1ccccc1)CCS2	i	i	i	i	i	i	i	-7	i	-12	i
35	CCCCN(C(=O)c1ccc(S(=O)(=O)N(C)C)cc1)c1ccccc1	i	i	i	i	i	i	i	-1	i	-5	i
36	Cc1c(Cl)cccc1NC(=O)CCCN1C(=O)CCC1=O	i	i	i	i	i	i	i	0	i	1	i
37	COC(=O)CCSc1nccn1Cc1ccccc1	i	i	i	i	i	i	i	8	i	2	i
38	O=C(NC(c1ccccc1)c1ccccc1)c1ccc(Br)o1	i	i	i	i	i	i	i	5	i	3	i
39	COc1ccc(C(=O)CSc2nc3ccccc3n2CC(=O)NC(C)(C)C)cc1	.	i	i	i	i	.	.	.	i	4	.
40	Cc1ccc(CNc2ccc(S(=O)(=O)N3CCOCC3)cc2[N+](=O)[O-])cc1	i	i	i	i	i	i	i	1	i	3	i
41	CCOc1cc(CNCCCN2CCOCC2)ccc1OCC(=O)Nc1cccc2ccccc12	i	i	i	i	i	i	i	1	i	-1	i
42	COC(=O)Cn1cnc2c(C#N)c3n(c2c1=O)CCCC3	i	i	i	i	i	i	i	-7	i	5	i
43	Cc1ccc2nc(SCC(=O)Nc3c(C)n(C)n(-c4ccccc4)c3=O)[nH]c2c1	i	i	i	i	i	i	i	-3	i	-1	i
44	Clc1ccc2c(NNc3ccccc3Cl)ccnc2c1	i	i	i	i	i	i	i	-1	i	4	i
45	CC(C)(CNC(=O)c1ccc(Br)o1)CNC(=O)c1ccc(Br)o1	i	.	i	.	.	i	i	-3	.	.	i
46	CCOc1cc(/C=N\NC(=O)c2ccc(C)nc2)cc([N+](=O)[O-])c1O	i	i	i	i	i	i	i	-1	i	9	i
47	COc1cc(/C=C(\C#N)C(=O)N2CCOCC2)cc(Br)c1O	i	i	i	i	i	i	i	0	i	4	i
48	COc1ccc(S(=O)(=O)NN(C)c2nc(C(F)(F)F)nc3ccccc23)cc1	i	i	i	i	i	i	i	6	i	2	i
49	Fc1ccc(CNC(=S)Nc2cccc(Cl)c2)cc1	i	i	i	i	i	i	i	19	i	8	i
50	COc1ccc(NC(=O)NC(C)c2ccccc2)cc1 (stereo unspecified)	i	i	i	i	i	i	i	.	i	5	i
51	C/C(=N\Nc1ccc(F)cc1)c1ccc(N2CCOCC2)c(F)c1	i	i	i	i	i	i	i	4	i	1	i
52	O=C(N/N=C/c1cc2ccccc2nc1Cl)c1ccncc1	i	i	i	i	i	i	i	-12	i	-2	i
53	COc1ccc(-c2nc3ccccc3c(=O)n2NC(=O)c2cccnc2Cl)cc1OC	i	i	i	i	i	i	i	-2	i	3	i
54	O=C(CSc1nc2ccccc2c(=O)n1-c1ccc(F)cc1)Nc1ccc(Cl)c(S(=O)(=O)N2CCOCC2)c1	i	i	i	i	i	i	i	29	i	2	i
55	CCOc1ccc(S(=O)(=O)N2CCOCC2)cc1NC(=O)CSCC(=O)Nc1ccc(C)cc1	i	i	i	i	i	i	i	-5	i	-1	i
56	CC(=O)N1CCc2c(sc(NC(=O)CN3C(=O)c4ccccc4C3=O)c2C(N)=O)C1	i	i	i	i	i	i	i	-5	i	-7	i
57	CC(=O)Nc1ccc(S(=O)(=O)NC(C)CCc2ccccc2)cc1 (stereo unspecified)	i	i	i	i	i	i	i	-9	i	4	i
58	Cn1c(O)c(N=Nc2nc(-c3ccccc3)cs2)c2ccccc21	i	i	i	i	i	i	i	?	i	1	i
59	COc1ccc(S(=O)(=O)Cc2ccc(C(=O)N3CCN(c4ccccn4)CC3)o2)cc1	i	i	i	i	i	i	i	-8	i	1	i
60	Cc1nn(C)c(C(=O)Nc2ccn(Cc3ccccc3F)n2)c1[N+](=O)[O-]	i	i	i	i	i	i	i	2	i	-1	i

Further structures follow.
item	SMILES	TRPC6 inh	MrgX1 antagonist	TMEM16A act	MrgX1 ag	MrgX1 PAM	RGS4 pot	RGS4 block	SKKanGAS inh	TMEM16A inh	HDAC3 inh	TRPC6 activator
61	C=C(C)COc1ccc2c(C)c(CCC(=O)N3C[C@H]4C[C@@H](C3)c3cccc(=O)n3C4)c(=O)oc2c1	i	i	i	i	28*	i	i	0	i	-29	i
62	COc1c(O)ccc(/C=N\NC(=O)c2ccc3c(c2)OCO3)c1[N+](=O)[O-]	i	i	i	i	i	i	i	4	i	8	i
63	COc1ccc(CCNC(=O)C2CCCN(S(=O)(=O)c3cccc4nonc34)C2)cc1OC (stereo unspecified)	i	i	i	i	i	i	i	-5	i	-6	i
64	Cc1ccc(N(CC(=O)NC2CCCC2)C(=O)CCC(=O)Nc2ccccn2)cc1C	i	i	i	i	i	i	i	-14	i	1	i
